Source: PubChem BioAssay
V1R ag counter – counter-screen for oxytocin receptor agonists: human V1a receptor agonists; P37288; CHO-V1R cells, Fluo-8 calcium fluorescence, agonist mode; 0% DMSO, 100% 3 nM vasopressin; activation, % at 3 µM; hit rate 0.25% among 320,000;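 active = activation above the mean activation of all tested compounds plus 3 SD, per screening run, cut at about 20% in these data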;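 note: signal is peak over basal fluorescence ratio across a 100 second FLIPR read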
Target sequence (P37288 whole entry, looked up): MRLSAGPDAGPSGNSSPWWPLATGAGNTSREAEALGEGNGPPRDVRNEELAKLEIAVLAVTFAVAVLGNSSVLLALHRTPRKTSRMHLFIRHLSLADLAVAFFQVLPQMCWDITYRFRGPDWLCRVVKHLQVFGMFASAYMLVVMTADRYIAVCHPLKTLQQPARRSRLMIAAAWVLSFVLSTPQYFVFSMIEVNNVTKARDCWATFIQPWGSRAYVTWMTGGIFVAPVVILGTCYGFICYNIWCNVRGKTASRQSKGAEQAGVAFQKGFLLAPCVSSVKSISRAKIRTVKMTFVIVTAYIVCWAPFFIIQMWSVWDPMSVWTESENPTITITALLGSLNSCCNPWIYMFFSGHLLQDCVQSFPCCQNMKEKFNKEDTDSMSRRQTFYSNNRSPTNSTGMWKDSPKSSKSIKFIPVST
TAAR1 antag – antagonists of human TAAR1. inhibition, % at 3 µM. CHO RD-HGA16 TAAR1, Fluo-8 calcium fluorescence, antagonist. hit rate 1.5% among 360,000. Q96RJ0;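 active = inhibition above a per-plate cutoff, the mean inhibition of test compounds on that plate plus 3 SD, cut at about 49% in these data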;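 note: 0% = DMSO plus EC80 beta-PEA response and 100% = DMSO alone without agonist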
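Test system – hTAAR1-expressing CHO RD-HGA16 cells, Gα16-coupled · Also added – β-PEA at EC80 concentration, post-compound challenge · Compound – 3 µM, single point · Incubation – dye loading 75 min at 37 °C, then 30 min room temperature · Measured by – Fluo-8 intracellular calcium dye fluorescence, real-time kinetic reads · Benchmarks – vehicle and agonist controls · Replicates – singlicate, one well per test compound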
OXTR potentiate – potentiates the human oxytocin receptor response | P30559 | CHO-OTR cells, Fluo-8 calcium fluorescence, potentiator mode; 0% = oxytocin EC15, 100% = EC100 | activation, % at 3 µM | hit rate 0.061% among 320,000;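 active = activation above that plate's cutoff, the mean activation of tested compounds plus 3 SD, cut at about 6.6% in these data, passing the limit was not always enough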;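 note: 100% uses oxytocin at 75 nM as the full agonist control; some results filed as inactive read as strong as hits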
Target sequence (P30559 whole entry, looked up): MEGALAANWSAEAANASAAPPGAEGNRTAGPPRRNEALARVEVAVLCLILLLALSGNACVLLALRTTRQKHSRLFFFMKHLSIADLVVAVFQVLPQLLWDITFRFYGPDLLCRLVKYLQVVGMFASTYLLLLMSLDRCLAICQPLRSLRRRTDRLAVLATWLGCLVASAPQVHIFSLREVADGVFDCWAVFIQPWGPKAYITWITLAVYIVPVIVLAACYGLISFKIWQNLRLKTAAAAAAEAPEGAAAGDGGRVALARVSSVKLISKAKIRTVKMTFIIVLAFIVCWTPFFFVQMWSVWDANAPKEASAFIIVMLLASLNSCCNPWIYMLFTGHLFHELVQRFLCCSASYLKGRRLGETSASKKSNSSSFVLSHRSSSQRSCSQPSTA
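Assay system: CHO-OTR cells, human receptor / Also added: oxytocin at about EC15, sub-maximal agonist stimulus / Dosing: single dose, 3.0 µM nominal final compound concentration / Incubation: 6 min pre-incubation, 100 s read / Technique: Fluo-8 calcium dye fluorescence / Read-out: % activation vs EC15 and EC100 oxytocin / Benchmarks: EC15 oxytocin low, 75 nM oxytocin high / Replicates: singlicate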
CHO-K1 Ca ag – M1 agonist counterscreen hit in parental CHO-K1 cells; hit rate 0.48% among 360,000; Fluo-8 calcium fluorescence; scaled to maximal ATP response, vehicle zero; activation, % at 3 µM; in the data active = activation above about 15%;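 note: untransfected CHO-K1 host cells lacking M1 receptor as counterscreen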
TAAR1 ag – human TAAR1 agonism; CHO RD-HGA16 TAAR1, Fluo-8 calcium fluorescence; vehicle wells 0%, saturating PEA agonist 100%; activation, % at 3 µM; AID 624467; hit rate 0.99% among 360,000;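 active = activation above the mean activation of all test compounds in the run plus 3 SD, cut at about 38% in these data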
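Test system: RD-HGA16 (CHO) cells co-expressing Gα16 and hTAAR1; dosing: one-point dosing at 3 µM (nominal); timing: 17-24 h seeding, 75 min 37 °C dye, 30 min RT; signal: kinetic Fluo-8 calcium fluorescence; read-out basis: % activation relative to PEA EC100 response; controls: DMSO and PEA EC100; replicates: n 1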
CHO-K1 Ca antag – nonselective inhibitor or artifact in parental CHO-K1 cells. ATP-induced calcium, Fluo-8 fluorescence. hit rate 0.6% among 360,000. inhibition, % at 3 µM. AID 602250;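 active = inhibition above a per-plate cutoff, the plate's mean sample inhibition plus 3 SD, cut at about 24% in these data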;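 note: 0% = DMSO plus EC80 ATP and 100% = DMSO alone without ATP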
M1 PAM parental – M1 PAM counterscreen hit in parental CHO-K1 cells | AID 602247 | hit rate 0.02% among 360,000 | ATP EC20, Fluo-8 calcium fluorescence; 0% at ATP EC20, 100% at ATP max | activation, % at 3 µM;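 active = activation above the run cutoff, the mean activation of all test compounds plus 3 SD, cut at about 40% in these data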;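 note: peak over basal fluorescence ratio in a 140 s read after ATP addition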
CHRM1 agonist – activates human CHRM1 receptor | AID 588814 | hit rate 0.33% among 360,000 | P11229 | CHO-K1 hM1, Fluo-8 calcium fluorescence, agonist mode; 0% DMSO, 100% acetylcholine EC100 | activation, % at 3 µM;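 active = activation above the run's mean compound activation plus 3 SD, cut at about 16% in these data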;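 note: peak over basal fluorescence ratio within a 140 s kinetic read after compound addition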
CHO parental Ca – signal in parental CHO cells, OX1R antagonist counter-screen. inhibition, % at 5.6 µM. hit rate 0.63% among 330,000. parental CHO-K1, ATP-induced calcium, Fluo-8 fluorescence;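 active = inhibition above that plate's mean sample inhibition plus 3 SD, cut at about 26% in these data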;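 note: 0% = ATP-challenged DMSO wells and 100% = DMSO wells without ATP; some compounds past the cut are filed as inactive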
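Assay system: parental CHO cells; Read-out basis: percent inhibition of ATP-evoked calcium rise, normalized to controls; Benchmarks: ATP and no-ATP DMSO wells; Compound dosing: single nominal dose of 5.6 µM per compound; Signal: Fluo-8 calcium dye fluorescence; Also added: ATP as calcium-mobilizing challenge; Repeats: singlicate.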
Starred values were filed as active, the others as inactive; nt = no result given.

SMILES	V1R ag counter	TAAR1 antag	OXTR potentiate	CHO-K1 Ca ag	TAAR1 ag	CHO-K1 Ca antag	M1 PAM parental	CHRM1 agonist	CHO parental Ca
Nn1c(SCc2nc3ccccc3[nH]2)nnc1C1CCCCC1	-0.5	9.6	-4.3	0.0	5.6	-5.8	12.2	-3.5	-15.9
COC(=O)c1cc(Br)c(=O)n(-c2cc(C)on2)c1	-0.2	-3.2	-7.5	-0.1	1.8	-9.9	12.5	-1.3	3.2
CCC(Sc1nc2ccsc2c(=O)n1Cc1ccc(C(=O)O)cc1)C(=O)Nc1ccc(C)c(Cl)c1 (configuration not stated)	13.3	57.5*	-14.6	4.4	12.4	-1.1	-10.6	1.4	31.2
COc1cccc(/C=N/Nc2ncnc3c2ncn3Cc2ccccc2)c1O	-0.6	-9.0	2.4	0.8	2.4	-5.8	12.5	-7.0	-12.2
O=Cc1c(SCCO)nc2ccccn2c1=O	-0.4	-3.3	-3.6	0.2	0.1	0.4	-8.5	-1.2	-20.9
O=C1CNC(=S)N1CCOc1ccccc1	0.3	-22.2	-0.9	11.7	0.7	-5.5	21.2	-4.7	-18.2
COCC1CCCN(Cc2cn(-c3ccccc3)nc2-c2ccc3c(c2)OCO3)C1 (configuration not stated)	0.8	-10.1	-6.1	-0.4	-0.2	-7.5	10.3	-3.9	-19.1
COC(=O)c1cccc(C(=O)Nc2ccc(C)cc2Br)n1	-0.1	17.9	-5.7	-0.3	4.3	-16.4	13.2	-5.0	-20.0
Cc1ccc(S(=O)(=O)N2CCC(C(=O)OCC(=O)N(C)Cc3ccccc3)CC2)cc1C	2.5	-11.5	-7.1	1.1	3.3	-9.9	12.5	-2.1	-37.7
COc1ccc(C)cc1NC(=S)NC(C)c1ccc(OC)c(OC)c1 (configuration not stated)	-1.5	-8.8	-2.5	-0.3	6.5	-6.1	-5.6	-10.9	-13.8
COC(=O)[C@@H](NC(=O)CCc1nnc(-c2ccsc2)o1)C(C)C	0.0	-34.8	-3.8	0.3	1.4	-7.5	3.9	-2.4	-14.3
COc1ccc(CCNC(=O)Nc2cccc([N+](=O)[O-])c2)cc1OC	4.0	7.6	-12.0	4.9	5.0	-12.2	18.4	-2.2	-20.9
COc1ccccc1OCCNC(=O)Nc1ccc(Br)cc1	1.9	-4.5	-14.3	5.1	10.6	4.2	-3.4	-5.1	15.5
COc1ccc(NC(=O)C(C)Sc2ccccc2)cc1 (configuration not stated)	-0.7	5.0	-6.7	-0.3	10.1	9.8	-5.7	-5.0	-15.4
Cc1nnc2sc(SCC(=O)Nc3ccc(Br)cc3)nn2c1=O	1.1	-16.6	-20.5	0.5	1.3	-10.7	-14.6	-6.7	-7.1
Cc1ccc(C)c(S(=O)(=O)N2CCCOC2CNC(=O)C(=O)NCCCn2ccnc2)c1 (configuration not stated)	-0.7	-1.8	-2.7	-0.2	-0.3	19.6	-13.2	-9.9	-7.8
C#CCN(C[C@H]1[C@H](OC(=O)Nc2cccs2)[C@H](OC(=O)Nc2cccs2)C[C@H]2C(=O)N(c3ccccc3)C(=O)[C@@H]12)S(=O)(=O)c1ccc(C)cc1	nt	-10.1	nt	0.2	-0.2	-10.4	17.3	-1.3	nt
COCCN(Cc1cc2cc(C)cc(C)c2nc1Cl)C(=O)Nc1ccccc1	-0.8	-3.0	-2.2	1.6	10.8	-8.5	23.8	-6.1	8.0
O=C(COc1ccc(Cl)cc1Cl)N(Cc1ccco1)C1CCS(=O)(=O)C1 (configuration not stated)	4.0	5.5	-3.9	2.1	7.9	-27.3	3.5	-2.0	-9.7
Cc1cc(/C=C2\SC(=S)N(Cc3ccco3)C2=O)c(C)n1-c1ccccc1	2.4	14.4	-6.8	1.9	1.8	19.2	10.7	-2.5	2.4
COc1cc2c(cc1OC)CN(C(=O)CN(C)S(=O)(=O)c1ccc(NC(C)=O)cc1)CC2	0.3	17.7	-1.9	0.3	-0.6	4.8	10.8	2.0	-3.2
CSCc1ccc(C(=O)OCc2nc3ccccc3s2)o1	0.7	5.8	-4.4	0.9	0.1	-14.0	19.6	-6.5	-8.5
OCCNc1nc2ccccc2n1-c1ncnc2sc3c(c12)CCC3	nt	4.4	nt	1.8	6.8	-5.1	17.6	0.2	nt
Cc1ccc(-n2c(SCC(=O)NCc3ccc4c(c3)OCO4)nnc2-c2cccnc2)c(C)c1	nt	3.6	nt	1.2	4.5	2.7	9.5	-6.1	nt
CCC(C(=O)Nc1ccc(S(=O)(=O)Nc2ncccn2)cc1)c1ccccc1 (configuration not stated)	0.9	-21.8	-5.2	0.4	5.4	-1.2	19.3	-4.3	-9.3
SMILES	V1R ag counter	TAAR1 antag	OXTR potentiate	CHO-K1 Ca ag	TAAR1 ag	CHO-K1 Ca antag	M1 PAM parental	CHRM1 agonist	CHO parental Ca
CCOc1ccc(NS(=O)(=O)c2ccc(OC)c(C)c2)cc1	0.5	-2.0	-8.4	3.7	9.2	-11.7	25.7	-2.5	-2.1
S=c1nccc(-c2ccc(Cl)cc2)[nH]1	0.1	-12.7	2.1	0.4	0.6	-10.7	19.3	-4.2	2.2
CN(c1ccccc1C(=O)Nc1ccc2ccccc2c1)S(C)(=O)=O	3.7	-9.5	-7.5	2.0	3.6	5.8	-13.2	-1.5	-8.1
COc1cc(NS(=O)(=O)c2ccc(NC(=O)/C=C/c3ccc([N+](=O)[O-])cc3)cc2)ncn1	1.2	14.8	-8.5	0.6	-0.4	-6.0	2.1	-7.6	6.0
Cc1nc(N/N=C/c2ccc(Br)cc2)cc(N2CCOCC2)n1	-1.8	1.7	-3.1	10.8	2.2	-3.1	17.4	-7.1	-3.7
COc1ccccc1NC(=O)C1CCN(C(=O)c2ccc(C(C)(C)C)cc2)CC1	1.3	-6.8	-8.1	0.3	0.2	-1.5	-21.0	-3.4	-2.9
CCOC(=O)COc1c(Br)cc(/C=C2\SC(=O)N(CC(=O)N3CCCC3)C2=O)cc1OC	0.5	-5.2	-8.3	0.9	7.5	-4.0	15.3	-3.5	-19.9
CCn1c(CNC(=O)c2cccc(C)c2)nc2ccccc21	2.0	4.8	-9.2	0.1	-1.0	3.4	8.8	-5.7	-19.0
Cc1ccc2nc(C(F)(F)F)c(C#N)c(N)c2c1	1.2	-3.0	1.3	4.5	9.3	-23.4	3.1	-7.8	-12.7
Cc1nn2c(-c3ccccc3)ccnc2c1-c1ccccc1	-0.8	37.2	-12.3	0.6	1.9	-10.0	-9.1	-2.4	-22.3
CCOc1ccc(S(=O)(=O)N/N=C\c2ccc3c(c2)OCO3)cc1	nt	0.3	nt	1.5	-1.0	6.1	9.7	5.9	nt
CC1CCC(NCCNC(=O)c2ccco2)CC1 (configuration not stated)	0.0	-3.7	3.4	1.9	-3.2	-2.6	-2.7	-8.9	-1.5
COCCNC(=O)c1sc(=O)n(Cc2ccc(SC)cc2)c1C	nt	-2.6	nt	0.3	0.9	-6.6	19.0	-1.8	nt
CCN1CCN(C(=O)C2(NC(=O)Nc3ccccc3Cl)CCCCC2)CC1	-0.3	-7.2	1.2	0.0	-0.2	-5.0	1.5	-2.9	-10.6
COC(=O)C12CCC(C)(c3nc4ccccc4nc31)C2(C)C (configuration not stated)	-0.5	4.3	-15.8	1.4	0.5	2.7	-6.8	-0.8	6.9
CCc1cccc(NC(=O)CN(C)S(=O)(=O)c2cnc[nH]2)c1	0.2	-12.2	-4.3	-0.1	6.6	-2.4	-1.1	-1.3	-7.7
CCCSc1nc(N)c(C#N)c(-c2ccc(C)cc2)c1C#N	1.4	53.8*	-18.7	1.6	31.0	-13.1	19.8	-3.6	40.7*
Cc1cc(NC(=O)CSc2nnnn2-c2ccc(C(C)C)cc2)no1	3.2	-8.3	-5.3	1.3	2.5	-0.9	-9.1	0.0	-13.2
O=C(NCc1ccc(Cl)cc1)C(=O)N/N=C/c1ccc(Br)cc1	-0.2	-14.2	-0.8	-0.6	1.4	-9.4	20.0	-8.7	-1.3
Cc1cccc(C(=O)N2CC(=O)Nc3ccc(F)cc3C2c2ccc(F)cc2)c1 (configuration not stated)	1.9	4.2	-0.5	2.3	18.6	-6.3	5.9	-3.4	-6.9
CCOC(=O)c1c(NC(=O)CSc2ncccn2)sc2c1CC(C)(C)NC2(C)C	0.4	-6.4	-10.3	0.3	0.3	0.0	-2.6	-5.7	-13.9
Cc1cccc(NS(=O)(=O)c2cc3c(cc2C)N(C)CCO3)c1	0.7	-1.4	-5.5	0.1	4.1	-4.0	2.9	2.3	-12.9
O=C(Nc1cccc(-c2cccc(Cl)c2)c1)C1CCN(Cc2ccc(CO)o2)CC1	1.3	2.6	-14.3	2.4	18.2	-6.5	9.3	-3.1	9.9
CCN(C(=O)COC(=O)c1cc([N+](=O)[O-])ccc1N1CCCCC1)C1CCS(=O)(=O)C1 (configuration not stated)	0.0	2.8	1.1	0.3	7.0	-10.2	0.1	-9.1	-24.2
O=C(CCNS(=O)(=O)c1ccccc1)NCC1CCCCC1	nt	-23.6	nt	0.0	2.1	6.3	-25.1	-0.1	nt
O=S(=O)(NCc1cc(-c2ccc(Cl)cc2)no1)c1ccccc1	4.6	4.9	-20.1	0.4	0.6	-0.9	-0.7	-1.7	2.3

Part of the list above in order of length of the SMILES, largest number first.
SMILES	V1R ag counter	TAAR1 antag	OXTR potentiate	CHO-K1 Ca ag	TAAR1 ag	CHO-K1 Ca antag	M1 PAM parental	CHRM1 agonist	CHO parental Ca
CCOC(=O)COc1c(Br)cc(/C=C2\SC(=O)N(CC(=O)N3CCCC3)C2=O)cc1OC	0.5	-5.2	-8.3	0.9	7.5	-4.0	15.3	-3.5	-19.9
Cc1cccc(C(=O)N2CC(=O)Nc3ccc(F)cc3C2c2ccc(F)cc2)c1 (configuration not stated)	1.9	4.2	-0.5	2.3	18.6	-6.3	5.9	-3.4	-6.9
O=S(=O)(NCc1cc(-c2ccc(Cl)cc2)no1)c1ccccc1	4.6	4.9	-20.1	0.4	0.6	-0.9	-0.7	-1.7	2.3
Cc1ccc2nc(C(F)(F)F)c(C#N)c(N)c2c1	1.2	-3.0	1.3	4.5	9.3	-23.4	3.1	-7.8	-12.7
CC1CCC(NCCNC(=O)c2ccco2)CC1 (configuration not stated)	0.0	-3.7	3.4	1.9	-3.2	-2.6	-2.7	-8.9	-1.5
